CHT PAM = CHT positive allosteric modulators, primary screen, cell-based, membrane potential dye, choline EC20. CHT-expressing cells; hits give high values; LV-AA mutant CHT in HEK293 cells. B-score at 10 µM. 310,000 compounds, 0.49% hits;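 active means initial fluorescence not abnormally high and integrated response B-score, plate-corrected, over 3 SD above library mean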
Target sequence (Q9GZV3 whole entry, looked up): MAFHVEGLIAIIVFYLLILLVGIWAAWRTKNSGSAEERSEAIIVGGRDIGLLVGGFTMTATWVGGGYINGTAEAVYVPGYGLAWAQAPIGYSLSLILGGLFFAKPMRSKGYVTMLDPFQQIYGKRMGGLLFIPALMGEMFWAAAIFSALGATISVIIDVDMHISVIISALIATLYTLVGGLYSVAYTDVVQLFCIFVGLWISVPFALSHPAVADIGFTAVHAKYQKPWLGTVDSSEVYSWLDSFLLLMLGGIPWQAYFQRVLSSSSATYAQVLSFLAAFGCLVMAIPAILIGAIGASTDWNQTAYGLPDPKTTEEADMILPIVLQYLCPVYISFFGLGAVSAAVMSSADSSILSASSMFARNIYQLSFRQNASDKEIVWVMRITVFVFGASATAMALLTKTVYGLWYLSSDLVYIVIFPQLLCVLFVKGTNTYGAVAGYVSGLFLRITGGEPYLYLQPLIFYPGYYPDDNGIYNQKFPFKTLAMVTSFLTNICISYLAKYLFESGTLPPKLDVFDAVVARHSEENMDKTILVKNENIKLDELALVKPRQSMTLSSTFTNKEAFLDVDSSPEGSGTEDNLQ
OX1R antagonist = OX1R (HCRTR1) antagonists, primary screen, fluorescence, CHO/OX1R cells, Fluo-8 calcium, orexin A. Fluo-8 calcium fluorescence. inhibition, % at 5 µM. 330,000 compounds, 0.43% hits;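 active means inhibition above its plate's threshold, mean inhibition of all tested compounds on the plate plus 3 SD, cut at about 37% in these data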;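 further: 0% = orexin A challenge wells and 100% = SB-334867-A antagonist wells; not every result past the cut was called active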
Target sequence (O43613 whole entry, looked up): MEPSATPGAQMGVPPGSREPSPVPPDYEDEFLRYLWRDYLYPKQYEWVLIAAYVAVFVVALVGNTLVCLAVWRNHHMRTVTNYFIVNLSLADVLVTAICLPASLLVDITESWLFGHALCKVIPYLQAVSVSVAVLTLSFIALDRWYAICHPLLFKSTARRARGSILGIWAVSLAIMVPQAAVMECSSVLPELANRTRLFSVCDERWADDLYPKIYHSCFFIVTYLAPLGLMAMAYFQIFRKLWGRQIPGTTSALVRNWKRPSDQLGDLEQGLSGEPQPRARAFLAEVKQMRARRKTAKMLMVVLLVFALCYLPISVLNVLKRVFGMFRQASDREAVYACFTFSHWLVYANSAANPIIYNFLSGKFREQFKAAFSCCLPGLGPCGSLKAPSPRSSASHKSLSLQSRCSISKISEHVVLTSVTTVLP
Starred values were filed as active, the others as inactive; i = inactive; / = not tested or not shown. The order is random. About 0.83% of those tested had a hit in this group.

smiles | CHT PAM | OX1R antagonist
O=C(O)c1cc([N+](=O)[O-])c(NCc2cccnc2)c([N+](=O)[O-])c1 | i | -14.3
COc1ccc(C2C(C(=O)N3CCCCC3)CC(=O)N2c2ccc(OC)cc2)cc1 (configuration not stated) | i | -39.4
CN(Cc1cn(C)c2ccccc12)C(=S)Nc1cc(F)cc(F)c1 | i | -16.7
O=C(COC(=O)c1nc(Cl)ccc1Cl)Nc1ncc(Cl)cc1Cl | i | -19.0
COc1ccc2c(c1)C1(C)CC(C)(C)N2C(=O)N1c1ccccc1 (configuration not stated) | i | -40.4
Cc1cccn2c(=O)c3cc(C(=O)N4CCCCC4)sc3nc12 | i | -23.6
Cc1c(NS(C)(=O)=O)cccc1-c1nc2cccnc2s1 | i | -7.0
CCCCNC1C(CC)C(CCC)C(C#N)(C#N)C1(C#N)C#N (configuration not stated) | i | -26.2
CC(=O)c1ccc(-n2c(-c3cc(-c4ccsc4)n[nH]3)n[nH]c2=S)cc1 | i | -24.0
COC(=O)CC1=NN(c2nc3ccccc3s2)C(=O)/C1=C/N(C)C | i | -13.7
CCSCCOC(=O)C1=C(C)NC(=O)NC1c1ccccc1 (configuration not stated) | i | -6.5
CCOC(=O)c1ccccc1NC(=O)c1ccccc1NS(C)(=O)=O | i | -3.0
O=C(c1cc2ccccc2oc1=O)N(Cc1ccccc1)C1CCS(=O)(=O)C1 (configuration not stated) | i | -25.6
C=CCn1c(SCC(=O)Nc2nc(C)cs2)nnc1C(NC(=O)c1ccccc1)C(C)C (configuration not stated) | i | -19.3
CC(=O)NC1(c2cccc(F)c2)CCN(CC(=O)NC2CCCCC2)CC1 | i | -7.5
O=C(c1cccc(Br)c1)N1CCN(S(=O)(=O)N2CCCCCC2)CC1 | i | -21.2
CCN(CCNCC(O)COCc1ccc(Cl)cc1)c1cccc(C)c1 (configuration not stated) | i | -22.3
CCN(Cc1ccccc1)C(c1cc2ccc(C)cc2[nH]c1=O)c1nnnn1CCOC (configuration not stated) | i | -31.6
CCOC(=O)c1ccc(NS(=O)(=O)c2c(C)[nH]c(C)c2C(=O)N2CCCCC2)cc1 | i | -25.8
Cc1ccc(CNC(=O)CCn2c(=O)oc3ccccc32)cc1 | i | -16.6
Cc1oc2c(c(C)cc3oc(=O)c(CC(=O)NCC(=O)NCC(=O)NCC(C)O)c(C)c32)c1C (configuration not stated) | i | /
COC(=O)c1ccc(SC2CCCCC2)c([N+](=O)[O-])c1 | i | -25.1
CCN(CC)S(=O)(=O)c1ccc2c(c1)c(=O)c(C(=O)NCCc1ccccc1)cn2C | i | -35.3
COc1ccc(/C(=N/OC(C)=O)c2nccc3cc(OC)c(OC)cc23)cc1OC | i | -22.2
O=S1(=O)N=C(N2CCN(Cc3ccc4c(c3)OCO4)CC2)c2ccccc21 | i | -17.1
Cc1ccc(OCC(=O)N/N=C\c2cccn2C)c([N+](=O)[O-])c1 | i | -16.6
COc1cc(C(=O)NCC(=O)OCC(=O)Nc2nnc(-c3ccccc3)o2)cc(OC)c1OC | i | 3.4
CCN(c1ccccc1)S(=O)(=O)c1cc(C(=O)OC(C)C(=O)Nc2ccc3c(c2)OCCO3)ccc1C (configuration not stated) | i | -4.8
Cc1ccc(S(=O)(=O)N2CCC(=O)N2)cc1 | i | -19.2
Cc1ccc(NC(=O)CCCC(=O)OC(C)C(=O)c2ccccc2)cc1 (configuration not stated) | i | -16.7
CCOc1cc(OCC)cc(C(=O)NC(=S)Nc2cccc(C(F)(F)F)c2)c1 | i | 9.8
COc1ccc(S(=O)(=O)Nc2ccc3oc(C)c(C(=O)O)c3c2)cc1 | i | -5.7
CN(Cc1ccccc1)C(=O)c1ccc2c(c1)S(=O)(=O)N=C1CCCCCN12 | / | -2.0
Clc1ccc(OCc2nnc(SCc3nc4ccccc4[nH]3)n2Cc2ccco2)cc1 | i | -16.7
CC1=NN(C(=O)c2ccccc2Br)C(O)(c2ccc(Cl)cc2)C1 (configuration not stated) | i | /
CCc1ccc(Nc2n[n+](-c3ccccc3)c(-c3cc(OC)c(OC)cc3Br)s2)cc1 | i | -21.4
CC(=O)N1c2ccccc2NC2=C(C(=O)CC(C)(C)C2)C1c1cccn1C (configuration not stated) | i | -5.1
COc1cccc(N/N=C(\C#N)S(=O)(=O)C(C)(C)C)c1 | i | -7.5
O=C1CC(NCc2ccc3c(c2)OCO3)C(=O)N1Cc1ccc2c(c1)OCO2 (configuration not stated) | i | -17.6
O=C(COC(=O)C(CO)NS(=O)(=O)c1ccc(Br)cc1)Nc1ccc2c(c1)OCCO2 (configuration not stated) | / | -15.4
NC(=O)CSc1nnc(-c2ccc3c(c2)OCO3)o1 | i | -19.9
COc1cccc(C(=O)Nc2cccc(C(=O)NCC(C)C)c2)c1 | i | -22.9
CCOc1cc(C2NC(=S)NC(C)=C2C(=O)Nc2ccc(OC)cc2)ccc1O (configuration not stated) | i | -12.4
CCN(CC)C(=O)c1ccc2c(=O)n(Cc3ccc4c(c3)OCO4)c(=S)[nH]c2c1 | i | -12.1
COc1ccc2oc(=N)c(C(=O)Nc3ccc(Cl)cc3)cc2c1 | i | -18.0
COc1ccc(C(=O)Nc2ccc(S(=O)(=O)NCc3ccco3)cc2)cc1OC | i | -1.2
Cn1c(SCC(=O)Nc2ncc(C(F)(F)F)cc2Cl)nnc1-c1ccc(Cl)cc1 | i | -36.2
O=c1[nH]c(=O)n(Cc2ccco2)c2c1C(C(F)(F)F)(C(F)(F)F)N=C(c1ccco1)N2 | i | -5.8
COCCn1c(C)cc(C(=O)CSc2nnc(C3CC3)n2C2CC2)c1C | / | -10.9
C=CCN1C=CC(=CC=C(C#N)C#N)C=C1 | i | 18.2
CC(CNC(=O)COC(=O)c1cccs1)c1ccccc1 (configuration not stated) | / | -6.2
CC1CC(C)CN(CCCNC(=O)C2CCC(=O)N2C2CCCC2)C1 (configuration not stated) | i | -2.2
COc1ccc(/C=C2\Sc3ccc(C(=O)NCC4CCCO4)cc3N(C)C2=O)cc1 (configuration not stated) | i | -14.9
CCN(CC(=O)Nc1ccccc1C(F)(F)F)C(=O)CN1C(=O)NC2(CCCCC2)C1=O | i | -18.4
CCCC(=O)Nc1ccc(-c2cnc(-c3ccc(NC(=O)CCC)cc3)nc2)cc1 | i | 8.1
O=P(O)(O)c1ccccc1OCc1ccccc1 | i | -8.2
Cc1ccc(S(=O)(=O)N2CCCCC2c2cccnc2)c(C)c1C (configuration not stated) | i | -21.2
CCCCCN1CC(=O)N2Cc3[nH]c4ccccc4c3C[C@H]2C1=O | i | -11.9
CC(=NCCCn1ccnc1)C1=C(O)c2ccccc2C1=O | i | -24.7
CCOC(=O)c1sc(NC(=O)c2cc(S(=O)(=O)N3CCOCC3)ccc2C)nc1C | i | -11.6

As a working copy, 7 of the compounds above:
smiles | CHT PAM | OX1R antagonist
CCN(CC(=O)Nc1ccccc1C(F)(F)F)C(=O)CN1C(=O)NC2(CCCCC2)C1=O | i | -18.4
CCCC(=O)Nc1ccc(-c2cnc(-c3ccc(NC(=O)CCC)cc3)nc2)cc1 | i | 8.1
O=P(O)(O)c1ccccc1OCc1ccccc1 | i | -8.2
Cc1ccc(S(=O)(=O)N2CCCCC2c2cccnc2)c(C)c1C (configuration not stated) | i | -21.2
CCCCCN1CC(=O)N2Cc3[nH]c4ccccc4c3C[C@H]2C1=O | i | -11.9
CC(=NCCCn1ccnc1)C1=C(O)c2ccccc2C1=O | i | -24.7
CCOC(=O)c1sc(NC(=O)c2cc(S(=O)(=O)N3CCOCC3)ccc2C)nc1C | i | -11.6

(next part)
smiles | CHT PAM | OX1R antagonist
NC(=O)COC(=O)c1ccc2c(c1)S(=O)(=O)c1ccccc1C2=O | i | -10.9
CC(C)CC(=O)N1CCN(c2ccc([N+](=O)[O-])cc2Cl)CC1 | i | -17.0
Cc1ccc(NC(=O)CSc2nnc(CN3CCOCC3)n2-c2ccccc2)cc1 | i | -27.5
Cc1cc(C)c2c(-n3cccc3)n[nH]c2n1 | i | -8.6
CC(C)CC(=O)Nc1cccc(C(C)O)c1 (configuration not stated) | i | -10.5
CN(CCCN1CCOCC1)C(=O)c1ccc2nc(Cc3cccc(Cl)c3)oc2c1 | i | -16.9
Cc1cc(C)c(OCC(=O)OCC(=O)NC2CCC(C)CC2)c(C)c1 (configuration not stated) | i | -15.3
O=c1c(-c2ccc(O)cc2O)coc2cc(O)cc(O)c12 | i | 12.8
COc1ccc(CCNS(=O)(=O)CCNC(=O)c2ccc3c(c2)OCO3)cc1 | i | -18.5
CC(C)Cc1cc(C(=O)N2CCN(C(c3ccccc3)c3ccccc3)CC2)no1 | i | -35.0
COc1ccc(CC(=O)OCC(=O)Nc2ccc(Br)cc2)cc1 | i | -15.8
Cc1ccc(O)c(CNc2cnc3ccccc3c2)c1 | i | -1.2
CCOc1ccc2[nH]cc(S(=O)(=O)c3ccc(Cl)cc3)c(=O)c2c1 | i | -11.7
O=C(COC(=O)c1cc(Cl)ccc1Cl)Nc1ccc2[nH]c(=O)[nH]c2c1 | i | -18.8
O=C(Nc1ccc2oc(-c3ccncc3)nc2c1)c1ccc([N+](=O)[O-])o1 | i | 0.2
COc1ccc(-n2cnnc2SCC(=O)Nc2cc(C(C)(C)C)nn2-c2ccccc2)cc1 | i | -5.6
CC(C)C(NC(=O)c1ccccc1)C(=O)NCCc1ccccc1 (configuration not stated) | i | -16.1
O=C(NCc1cccc(F)c1)c1cccc2c1C(=O)c1ccc(N3CCC(Cc4ccccc4)CC3)cc1S2(=O)=O | / | 40.5
COc1ccc(S(=O)(=O)Nc2cccc3c2O[C@H](CN(C)Cc2ccc(C(=O)O)cc2)[C@@H](C)CN([C@H](C)CO)C3=O)cc1 | / | 4.2
COc1ccccc1C(=O)NC(=O)COC(=O)c1oc2ccccc2c1C | / | -6.0
Cc1cc(C(=O)OCC(=O)N(C)c2ccccc2)c(C)o1 | / | -4.8
COc1ccc(OC)c(NC(=O)CCNS(=O)(=O)c2ccc3c(c2)oc(=O)n3C)c1 | i | -4.3
CCOc1ccc(Cl)cc1C1=CC(=O)C[C@H](c2ccc(OC)cc2)C1 | / | -40.6
Cc1ccc(NC(=O)N2CCc3ccccc3C2)cc1 | i | -15.7
C=CCC12C=C(OC)C(=O)OC(OC)(C1O)[C@H](c1ccc3c(c1)OCO3)[C@H]2C (some centres not stated) | i | -19.2
Cc1ccc(NC(=O)c2ccc3snnc3c2)cc1 | i | -16.6
Cc1ccc(NC(=O)N[C@@H](CC(C)C)C(=O)O)c(C)c1 | i | -4.4
COc1ncnc2c1oc1nc(C(C)C)c3c(c12)CC(C)(C)OC3 | i | -6.4
COc1ccc(C(CNC(=O)Cc2cc(OC)c(OC)c(OC)c2)N2CCCC2)cc1 (configuration not stated) | i | -28.2
Fc1ccccc1N1CCN(Cc2nc(-c3ccccc3)no2)CC1 | i | -8.3
CC(=O)c1cccc(NS(=O)(=O)c2ccc(NC(=O)N3CCCCC3)cc2)c1 | i | 10.2
OCCN(CCCn1c(C(F)(F)F)nc2ccccc21)c1nc(CN2CCCCC2)cs1 | i | -22.2
COc1ccc(OCCSc2nc(C)nc3ccccc23)cc1 | i | -15.1
O=c1c2ccccc2c(C=Nc2ccc(O)cc2)c(O)n1Cc1ccccc1 | i | -17.5
CCN(CC)C(=O)c1[nH]cnc1C(=O)NCC(=O)OCc1ccccc1 | i | -10.0
COc1cccc(/C=C(/C(=O)OCC(=O)NC2CCCCCCC2)c2ccccc2)c1 | i | -45.7
CCOc1ccc(Cl)cc1S(=O)(=O)N1CCCC1 | i | -8.1
CN(CC(=O)NCc1ccncc1)S(=O)(=O)c1ccc(F)cc1 | i | 7.7
COC(=O)NNC(=S)NCc1ccc(C)cc1 | i | -1.8
CCCC(=O)Nc1cccc(-c2cn3cccnc3n2)c1 | i | -19.7
COc1ccc(-c2cc(-c3ccccc3)c(C#N)c(SCC(=O)Nc3ncc(C)s3)n2)cc1 | i | -10.0
CC(C)CN(CC(C)C)CC(O)COc1ccc([N+](=O)[O-])cc1 (configuration not stated) | i | -20.1
O=C(CSc1nc2ccccc2c(=O)[nH]1)Nc1ccc(N2CCOCC2)cc1 | i | -5.8
CC1CCN(c2c(NCC3CCC(C(=O)NCCc4ccc(Cl)cc4)CC3)c(=O)c2=O)CC1 (configuration not stated) | i | -7.4
CC(C)/C=N/NC(=O)c1cccc(N2CCCC2=O)c1 | i | -1.1
Cc1cccc(NC(=O)CN(C)S(=O)(=O)c2cccc3cccnc23)c1 | i | -10.9
CC1CC(C)CN(C(=O)c2ccc(Br)c(S(=O)(=O)N3CCOCC3)c2)C1 (configuration not stated) | / | -22.0
O=c1cc2c(nn1Cc1ccccc1)-c1ccccc1CC2 | i | -22.2
Cc1ccccc1OCCC(=O)Nc1ccccc1C(=O)N1CCCCC1 | / | -8.3
COC(=O)[C@]1(C)N[C@H](CN(C)C(=O)Nc2ccc(C(F)(F)F)cc2)[C@@H]2C(=O)N(C)C(=O)[C@@H]21 | / | 3.9
Cc1cc(C(=O)NNC(=O)COc2c(C)cc(Br)cc2C)n[nH]1 | i | -2.7

Compound profiles, as listed above:
Entry for CC1CC(C)CN(C(=O)c2ccc(Br)c(S(=O)(=O)N3CCOCC3)c2)C1 (configuration not stated) : CHT PAM = /; OX1R antagonist = -22.0
Entry for O=C(CSc1nc2ccccc2c(=O)[nH]1)Nc1ccc(N2CCOCC2)cc1 : CHT PAM = i; OX1R antagonist = -5.8

Compound activity as filed in PubChem.
